IL2 activator – activates IL-2 in a cell-based reporter assay | IL-2 activation reporter assay, cell-based qHTS; stimulated with anti-CD3/CD4/CD28 beads; in transgenic mouse T cells | activation, % (series mostly up to about 46 µM) | 360,000 tested, 0.065% active | AID 652025; in the data active = activation above about 50%; inconclusive = mostly about 30% to 49%; also: 0% is about no effect
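Screening format: compound pinned onto unstimulated transgenic mouse T cells, 60 min incubation, then anti-CD3/anti-CD4/anti-CD28 bead stimulation for 18 hours at 37 degrees C, followed by EGFP and DsRed detection.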
PI5P4Ka inh – inhibitors of human PI5P4K alpha; P48426; PI5P4Kalpha enzyme, ADP-Glo luminescence, 60 min; stronger effect = lower value; max response, %; 330,000 tested, 1.2% active; AID 652105; active = max response of -50% or lower; inconclusive = between -30% and -50%; inactive = -30% or higher; also: value at the top dose of about 77 µM; % is scaled to controls: 0 for no effect and ±100 for the full control effect
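Luminescence from ADP-Glo served as readout of PI5P4Kalpha activity in a qHTS format. Reaction: enzyme, substrate, compound, ATP at 5 microM final, 60 min at RT.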
EPAC1 agonist – activates human EPAC1 exchange factor | 360,000 tested, 0.073% active | O95398 | EPAC1 agonist qHTS, biochemical assay; response scale: 100% = response to 6.5 mM cAMP | Potency, µM (top dose mostly 154 µM), inactives show at the highest dose activation, usual class: activators | AID 720707; also: potency is read from the fitted curve at half-maximal effect; nearly all actives have a fitted effect of over 60% in size
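Normalized to 6.5 mM cAMP, activity reflects EPAC1-catalysed release of BODIPY-GDP from Rap1B, followed kinetically over 30 min at 480 nm excitation, 540 nm emission. Reaction contained 100 nM EPAC1, 250 nM Rap1B-BODIPY-GDP, 50 uM GDP.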
PLK1 PBD inh – inhibitors of human PLK1 polo-box domain binding; AID 720504; Plk1 PBD binding of FITC phosphopeptide, fluorescence polarization; P53350; 360,000 tested, 2.8% active; Potency, µM, inactives show max response, negative = inhibition, hits mostly inhibitors; also: potency is read from the fitted curve at half-maximal effect; series mostly up to about 57 µM; % is scaled to controls: 0 for no effect and ±100 for the full control effect; nearly all actives have a fitted effect of over 65% in size
FUS yeast rescue – FUS proteinopathy suppression in yeast; Potency, µM (doses to about 76.6 µM), inactives show top-dose growth rescue (activation), actives largely listed as activators; 390,000 tested, 0.24% active; AID 1347120; S. cerevisiae FUS-expressing, growth rescue, OD600, 24 h;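 also: potency is read from the fitted curve at half-maximal effect; plate controls were DMSO vehicle for no effect and reference control for full effect; nearly all actives have a fitted effect of over 55% in size; some results filed as inactive show a strong effect at the top dose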
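S. cerevisiae expressing FUS from galactose induction served as the toxicity model. Growth after 24hr at 30C, read as absorbance at 600 nm, indicates suppression of toxicity; compounds dosed at several concentrations.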
Abeta rescue – compounds reversing amyloid beta toxicity in yeast. yeast expressing A-beta42, growth rescue, OD600, 48 h; response scale: 0% DMSO, 100% iron-clioquinol control. 410,000 tested, 0.063% active. AID 1347071. Potency, µM (highest dose often 46.1 µM), inactives show at the top dose growth rescue, actives largely listed as activators; also: potency is read from the fitted curve at half-maximal effect; nearly all actives have a fitted effect of over 55% in size
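Growth rescue measured by 600 nm absorbance after 48 h yeast culture at 30 C with compound. Values normalized between DMSO and an equimolar ferric chloride plus clioquinol control.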
WRN inhibitor – blocks human WRN helicase. Potency, µM (highest dose often 114 µM), for the others: at the highest dose activity change, negative = inhibition, most hits filed as inhibitors. 360,000 tested, 0.46% active. WRN helicase unwinding, fluorescent forked duplex, kinetic; also: potency is read from the fitted curve at half-maximal effect; % is scaled to controls: 0 for no effect and ±100 for the full control effect; nearly all actives have a fitted effect of over 55% in size
Target sequence (Q14191 whole entry, looked up): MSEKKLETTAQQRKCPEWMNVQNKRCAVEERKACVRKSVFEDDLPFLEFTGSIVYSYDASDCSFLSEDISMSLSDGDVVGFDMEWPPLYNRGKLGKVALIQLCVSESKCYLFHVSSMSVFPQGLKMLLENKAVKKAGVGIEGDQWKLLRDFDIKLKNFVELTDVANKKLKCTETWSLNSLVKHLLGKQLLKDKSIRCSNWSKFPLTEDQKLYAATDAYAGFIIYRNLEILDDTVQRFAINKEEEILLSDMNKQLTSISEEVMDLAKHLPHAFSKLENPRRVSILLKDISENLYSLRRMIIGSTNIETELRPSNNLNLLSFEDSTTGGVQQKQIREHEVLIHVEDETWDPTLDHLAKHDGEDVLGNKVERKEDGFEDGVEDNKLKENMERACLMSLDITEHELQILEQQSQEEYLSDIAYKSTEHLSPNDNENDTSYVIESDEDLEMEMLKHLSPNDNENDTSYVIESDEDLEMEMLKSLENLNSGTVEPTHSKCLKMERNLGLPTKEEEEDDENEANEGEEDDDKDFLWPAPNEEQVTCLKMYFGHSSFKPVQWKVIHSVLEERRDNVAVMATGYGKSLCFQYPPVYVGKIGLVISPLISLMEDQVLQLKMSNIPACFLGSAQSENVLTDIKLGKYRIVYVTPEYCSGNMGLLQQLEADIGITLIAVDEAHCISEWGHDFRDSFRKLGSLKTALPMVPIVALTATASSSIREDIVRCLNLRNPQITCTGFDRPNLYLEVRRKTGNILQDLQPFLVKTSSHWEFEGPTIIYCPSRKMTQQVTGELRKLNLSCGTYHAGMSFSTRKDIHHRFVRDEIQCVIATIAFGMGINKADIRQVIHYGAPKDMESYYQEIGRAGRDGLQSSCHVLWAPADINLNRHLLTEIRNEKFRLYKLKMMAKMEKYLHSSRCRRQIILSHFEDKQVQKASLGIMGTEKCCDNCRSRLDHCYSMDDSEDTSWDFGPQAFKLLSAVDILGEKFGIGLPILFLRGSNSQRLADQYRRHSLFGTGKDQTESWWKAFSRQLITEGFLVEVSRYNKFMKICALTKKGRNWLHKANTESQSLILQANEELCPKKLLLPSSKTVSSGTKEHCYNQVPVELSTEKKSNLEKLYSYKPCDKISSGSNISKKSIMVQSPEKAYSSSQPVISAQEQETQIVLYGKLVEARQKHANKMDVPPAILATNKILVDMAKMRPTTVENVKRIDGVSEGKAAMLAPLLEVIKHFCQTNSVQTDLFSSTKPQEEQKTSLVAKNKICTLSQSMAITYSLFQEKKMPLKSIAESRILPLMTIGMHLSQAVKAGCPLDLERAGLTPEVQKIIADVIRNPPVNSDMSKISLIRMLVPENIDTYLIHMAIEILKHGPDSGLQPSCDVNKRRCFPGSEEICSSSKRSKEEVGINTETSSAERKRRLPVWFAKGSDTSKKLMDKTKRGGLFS
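Primary qHTS, 1536-well format. 20 nM WRN + compound, 15 min RT; start with 100 nM forked fluorophore/quencher duplex, 2 mM ATP (final); kinetic read ex 525/em 598 nm.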
EPAC1 antag – blocks human EPAC1 exchange factor | EPAC1 GEF assay, Rap1b-BODIPY-GDP exchange fluorescence | Potency, µM (top dose mostly 115 µM), for the others: at the top dose activity change, negative = inhibition, most hits filed as inhibitors | 360,000 tested, 0.14% active | AID 720709;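 also: potency is read from the fitted curve at half-maximal effect; plate controls were vehicle for no effect and positive control for full effect; nearly all actives have a fitted effect of over 50% in size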
* = called active by the depositor; ? = inconclusive; nt = not tested or not shown; & = joins results of further samples; [ ] = another dose, or the depositor's remark. Unless noted, calls follow the shape of the dose curve; as a rule, active = well fitted curve in the direction sought with a large enough effect; inconclusive = small, poorly fitted or top-dose-only effect, or another doubt; inactive = no such curve, though single readings can be large; an effect the other way counts as inactive or inconclusive.

compound,IL2 activator,PI5P4Ka inh,EPAC1 agonist,PLK1 PBD inh,FUS yeast rescue,Abeta rescue,WRN inhibitor,EPAC1 antag
CC1=NC2(CCCc3c2no[n+]3[O-])N(O)C1(C)C (stereo unspecified),1.1,nt,-1%,-6%,8%,0%,3%,6%
O=C(Nc1ccc(F)cc1F)C1CCCN1S(=O)(=O)c1cccc2nsnc12 (stereo unspecified),-1.1,21,-1%,1%,3%&10%,3%&-12%,-5%,10%
Cc1ccc(Oc2nccc(-c3ccc(Cl)cc3)n2)cc1,0.5,-4,-2%,3%,-17%,6%,2%,6%
CC(C)c1cc(C(=O)O)n(-c2ccccc2)n1,-1.3,nt,9%,-8%,-3%,-9%,-6%,13%
COc1ccc(CCNc2oc(COc3ccccc3F)nc2C#N)cc1,-1.3,-7,10%,-1%,25%,-6%,-9%,-18%
COc1ccc(NC(=O)C(CCSC)N2C(=O)c3ccccc3C2=O)cc1 (stereo unspecified),-0.7,-4,-1%,-19%,10%,3%,-5%,-2%
COc1ccc(C(=O)C2CCN(C(=S)Nc3ccc(F)cc3)CC2)cc1,-0.5,0,-2%,-18%,23%,?,0%,-9%
CCCC[C@@H]1CNCCN1CCCc1cc(OC)c(OC)c(OC)c1,-4.0,-12,-8%,-10%,-6%,-19%,10%,13%
CCOC(=O)[C@@H]1[C@H]2COc3ccc(Br)cc3[C@H]2N2C(=O)N(c3cccc(F)c3)C(=O)[C@]12C,0.5,6,5%,3%,24%,1%,3%,-4%
O=c1ccn([C@@H]2O[C@H](CNCc3cccn3-c3nccs3)[C@@H](O)[C@H]2O)c(=O)[nH]1,-0.3,8,-4%,-5%,-5%,-13%,-6%,-21%
CNC(=O)c1ccc(NC(=O)Nc2ccccc2)cc1,-0.5,-2,10%,-8%,-15%,-3%,3%,-19%
O=C(/C=C/c1cc2c(cc1Br)OCO2)NCc1ccc(Cl)cc1,-4.8,7,4%,-6%,nt,-10%,-16%,-12%
Cc1cc(C)n(CC(O)Cn2c3ccc(Cl)cc3c3cc(Cl)ccc32)c(=O)n1 (stereo unspecified),-1.0,nt,17%,-11%,43%,-20%,-6%,-2%
COc1ccc(C(=O)NCCS(=O)(=O)N2CCN(C(=O)c3ccco3)CC2)cc1,-0.1,-3,-4%,2%,21%,-11%,3%,19%
Cc1cccc(C(=O)Nc2ccc(C(=O)N3CCCCC3C)cc2)c1 (stereo unspecified),-2.5,6,4%,-3%,nt,-9%,-27%,2%
Cc1ccc(C(C)C)c(O)c1,0.5,0,-18%,-6%,-11%,6%,9%,-5%
COCCCNCC#CCOc1ccc(OC)cc1,-0.3,-2,-6%,-14%,11%,-3%,0%,-9%
CCOC(=O)C1=C(C)N(CCCC(=O)O)C(=O)NC1c1ccccc1OS(=O)(=O)c1ccc(C)cc1 (stereo unspecified),0.8,-85*,0%,-9%,-17%,-11%,2%,-16%
Cc1ccc(N/N=C/c2cccnc2)cc1,-2.2,0,0%,-16%,nt,8%,10%,?
COC(=O)CCSc1cc(NCCOC(C)=O)c([N+](=O)[O-])c2nonc12,-4.3,3,1%,-9%,-14%,-6%,-13%,-16%
CC1(C)NC(=O)N(CCOc2ccc([N+](=O)[O-])cc2)C1=O,2.9,-2,-3%,6%,-11%,3%,3%,-15%
COc1cc(OC)c2c(-c3cccc(-c4ccc(N(C)C)cc4)c3)cc(=O)oc2c1,-0.9,3,6%,-10%,25%,2%,6%,-5%
Cc1cc(NS(=O)(=O)c2ccc(NC(=O)C(C)Oc3ccccc3Cl)cc2)no1 (stereo unspecified),-4.5,-5,6%,-11%,28%,13%,-6%,0%
CC(Sc1ncc(C(F)(F)F)cc1Cl)C(=O)NC(N)=O (stereo unspecified),1.1,3,-8%,-7%,5%,-12%,12%,2%
CNC(C)C(=O)NC(C(=O)NC(C(=O)Nc1cccc2ccccc12)C(C)C)C(C)C (stereo unspecified),0.8,0,-1%,-23%,3%,-20%,5%[57.1 µM],-21%
CCc1ccc(S(=O)(=O)N2CCN(C(=O)C3CCN(C(C)=O)CC3)CC2)cc1,-2.2,6,6%,-6%,nt,-2%,-29%,4%
COc1ccc(CN2CCOCC2)cc1OC,6.0,2,-7%,1%,-1%,9%,11%,6%
CSCCC(NS(=O)(=O)c1ccc(Cl)cc1)C(=O)OCc1cccc(Cl)c1 (stereo unspecified),-0.1,33,1%,8%,nt,?,-23%,1%
O=C(NC1CCCCC1)C(C1CC1)n1c(=O)c(-c2ccccc2)nc2ccccc21 (stereo unspecified),-0.2,-4,13%,-7%,27%,17%,-6%,-23%
CC1CCCCC1NC(=O)CNC(=O)c1ccco1 (stereo unspecified),-2.6,8,5%,-6%,25%,5%,7%,8%
Cc1ccc(/C=C/C(=O)NC2CCCCCCC2)o1,0.1,-55*,-14%,24µM*,nt,-84%[inhibitor],-35%,-19%
CCOC(=O)c1ccccc1NC(=O)c1ccc(N(C)S(C)(=O)=O)cc1,0.2,nt,-13%,4%,-16%,13%,-9%,17%
CCOC(=O)C1(Cc2ccccc2C)CCCN(C(=O)CSC)C1 (stereo unspecified),-1.8,4,-7%,-1%,12%,26%,5%[57.1 µM],-12%
CC(C)CNC(=O)CN(c1ccccc1)S(=O)(=O)c1ccccc1[N+](=O)[O-],0.5,7,0%,0%,6%,2%,-3%,0%
O=C(N/C(=C\c1cccc(Br)c1)C(=O)N1CCOCC1)c1ccco1,2.3,0,-1%,-19%,17%,-15%,5%,?
Cc1cccc(NC(=O)C2COc3ccccc3O2)c1 (stereo unspecified),5.2,-1,-4%,2%,-20%,20%,-4%,-2%
COc1ccc(NS(=O)(=O)c2ccc3c(c2)oc(=O)n3C)cc1Cl,-0.6,0,-4%,-10%,-10%&-8%,-7%&-4%,-5%,-9%
CSc1ccc(Cl)c(C(=O)NCc2ccco2)c1,0.2,-18,6%,-23%,8%,-13%,-10%,14%
COc1cc(CNc2ccc3[nH]c(=O)[nH]c3c2)ccc1OCc1ccc(F)cc1Cl,1.1,-5,0%,3%,5%&-17%,-9%&-7%,-3%,-3%
Cc1cc(C)c(NC(=O)c2ccc(S(=O)(=O)N3CCOCC3)cc2)c(C)c1,2.2,0,-1%,-1%,-24%,8%,-1%,-21%

Looked up by structure from the entries so far (2):
compound,IL2 activator,PI5P4Ka inh,EPAC1 agonist,PLK1 PBD inh,FUS yeast rescue,Abeta rescue,WRN inhibitor,EPAC1 antag
CC(Sc1ncc(C(F)(F)F)cc1Cl)C(=O)NC(N)=O (stereo unspecified),1.1,3,-8%,-7%,5%,-12%,12%,2%
CCOC(=O)c1ccccc1NC(=O)c1ccc(N(C)S(C)(=O)=O)cc1,0.2,nt,-13%,4%,-16%,13%,-9%,17%

(next part)
compound,IL2 activator,PI5P4Ka inh,EPAC1 agonist,PLK1 PBD inh,FUS yeast rescue,Abeta rescue,WRN inhibitor,EPAC1 antag
CC(NC(=S)NNS(=O)(=O)c1cccc([N+](=O)[O-])c1)c1ccccc1 (stereo unspecified),-2.0,-1,-10%,-4%,-10%,14%,8%,3%
c1cc2c3c(cccc3c1)C(N1CCCCCC1)=N2,-2.3,-6,-2%,-20%,-22%,-4%,7%,8%
COC(=O)c1cc(-c2ccc(Br)cc2)on1,-1.0,9,-3%,-4%,-12%,1%,-2%,0%
CCOc1ccc(NC(=O)CSc2ncn[nH]2)cc1,-4.2,1,0%,-6%,8%&0%,12%&2%,8%,-10%
Cc1cc(C(=O)COC(=O)c2nn(C)c(=O)c3ccccc23)c(C)n1C,-3.8,-19,-10%,-28%,29%,-9%,-19%,-2%
COc1cc(C(=O)NC(=S)NNC(=O)[C@H]2C[C@@H]2c2ccccc2)cc(OC)c1OC,-1.6,-9,-4%,-13%,17%,21%,-2%,-1%
CCOc1cc2[nH]c(=O)n(CCCN3CCCC3=O)c(=O)c2cc1OCC,-1.6,nt,5%,0%,24%,6%,8%,11%
CN(c1ccc([N+](=O)[O-])cc1C(=O)Nc1ccccc1)C1CCCCC1,-0.9,nt,17%,-5%,28%,-17%,-19%,3%
c1ccc(CCNc2nc(-c3ccccn3)nc3ccccc23)cc1,-4.5,-6,5%,-8%,25%,12%,-1%,9%
CCOC(=O)c1csc(NC(=O)c2cc(OC)c(OC)c(OC)c2)n1,1.1,5,-8%,-6%,10%,3%,3%,11%
Cc1cc(-c2nnc(SCC(=O)Nc3nc(-c4ccccc4)cs3)o2)no1,-0.2,?,13%,-24%,19%,-9%,-15%,0%
CC1CCc2c(sc(/N=C/N(C)C)c2C#N)C1 (stereo unspecified),-0.6,2,-4%,-4%,5%,-28%,1%,-17%
COc1ccc(S(=O)(=O)N(C)C[C@H]2Oc3c(NC(=O)Nc4c(C)noc4C)cccc3C(=O)N([C@H](C)CO)C[C@@H]2C)cc1,1.5,4,-4%,-3%,?,-12%,?,-12%
Cc1cc(-c2ccccc2)n2ncc(-c3ccccc3)c2n1,0.3,2,13%,3%,-1%,3%,-7%,-12%
O=C(Cc1ccc(-n2c(=O)c3sccc3n(CC(=O)Nc3ccccc3F)c2=O)cc1)NCc1ccco1,-0.4,-2,-8%,0%,8%,-7%,-12%,8%
CCOC(=O)C1NN=C(C(=O)c2ccc(C)cc2)C1c1ccc(C)cc1 (stereo unspecified),-5.2,-3,-7%,-25%,nt,-6%,-23%,-28%
Cc1sc2nc(C(C)(C)C)oc(=O)c2c1C,-0.8,nt,6%,1%,-14%,-5%,-4%,0%
CCn1cc(CCC(=O)NCc2ccccc2OC)c2ccccc21,0.9,7,-2%,-5%,7%&5%,1%&14%,-4%,-25%
COC(=O)CCCNC(=O)c1ccc(S(=O)(=O)NCc2ccco2)cc1,-2.6,-3,-7%,1%,-12%,15%,9%,7%
COCCNC(=O)Cn1nc(C(F)(F)F)c(Br)c1C,0.5,nt,4%,-27%,-8%,-3%,-5%,14%
C#CCOCCOCCOCCNc1nc(N2CCN(C(=O)[C@H](CCCN=C(N)N)n3cc(C(N)[C@@H](C)CC)nn3)CC2)nc(N2CCN(C(=O)[C@H](CO)n3cc([C@@H](N)C(C)C)nn3)CC2)n1 (stereo partly specified),0.8,23,-9%,5%,1%,-4%,0%,-2%

High-throughput results deposited in PubChem BioAssay by National Center for Advancing Translational Sciences (NCATS).

Compounds as they come (roughly 4.1% active in at least one column).
